M18AAP inhibitor – PfM18AAP inhibitors, malaria aminopeptidase, primary screen, biochemical, QFRET, recombinant enzyme; 290,000 tested, 1.2% active; H-Glu-NHMec fluorogenic cleavage; inhibition, % at 7.35 µM; AID 1822, 2009;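 active = inhibition above the campaign mean inhibition over all tested compounds plus 3 SD, cut at about 28% in these data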;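 also: 0% = plate median of test compound wells and 100% = 2 mM ZnCl2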
MEKK2mut PB1 HTS – MEK5 binding signal on mutant MEKK2 PB1, primary screen, biochemical, multiplex bead flow cytometry, Alexa488-MEK5 | Alexa488-MEK5 binding to MEKK2 mutant | percent response, % at 10 µM | 290,000 tested, 0.35% active | AID 1530, 2009; in the data active = percent response above about 24%, passing the limit was not always enough; also: inactives centre near 1; some results filed as inactive read as strong as hits; reference of the scale not given here
IDE cell activ – human IDE activators in live cells, primary screen, fluorescence polarization, HEK cells, FAbeta-B substrate; activation, % at 5.96 µM; FAbeta-B cleavage; 0% vehicle, 100% cell-free pure enzyme wells; 340,000 tested, 0.073% active; Insulin-degrading enzyme (Homo sapiens), P14735;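 active = activation above the mean of all tested compounds plus 3 SD, set per screening campaign, cut at about 17% in these data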
IDE cell inh – human IDE inhibitors in live cells, primary screen, fluorescence polarization, HEK cells, FAbetaB substrate. Insulin-degrading enzyme (Homo sapiens), P14735. FAbetaB cleavage. inhibition, % at 5.59 µM. 320,000 tested, 0.41% active;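 active = percent inhibition above the average of all tested compounds plus 3 SD, set per screening campaign, cut at about 16% in these data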;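 also: IDE supplied by intact live HEK cells; FP after avidin binding of uncleaved biotin substrate so inhibition keeps polarization high; 0% = DMSO wells and 100% = 60 µM reference IDE inhibitor Ii1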
UBC9 SUMO inh – inhibitors of in vitro SUMOylation cascade, primary screen, biochemical, HTRF, uHTS; 290,000 tested, 0.36% active; inhibition, % at 35 µM; HTRF SUMOylation assay, SAE1/SAE2 + UBC9; AID 2006, 2009; SUMO-conjugating enzyme UBC9 (Homo sapiens), P63279; in the data active = inhibition above about 50%, passing the limit was not always enough; also: strong numbers were not always called active
MEKK3 PB1 HTS – modulators of MEKK3-MEK5 PB1 binding, primary screen, biochemical, wildtype MEKK3, multiplex bead flow cytometry, Alexa488-MEK5. AID 1529, 2009. bead-based flow cytometry, Alexa488-MEK5 binding to MEKK3; actives lie on both sides; 0 = blocked by unlabeled MEK5, 100 = vehicle. binding response (% of control), % at 10 µM. 290,000 tested, 1.4% active. Mitogen-activated protein kinase kinase kinase 3 (Homo sapiens), Q99759;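 active = binding response more than 3 SD above or below the average of its plate-row segment, actives on both sides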;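 also: Alexa488 bead fluorescence after subtracting the streptavidin-only scavenger bead signal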
NALP1 yeast inh – NALP1 inflammasome inhibitors in reconstituted yeast, colorimetric, S. cerevisiae, triplicate retest. AID 2071, 2009. inhibition, % at 10 µM. S. cerevisiae NALP1/ASC/caspase-1 growth, X-gal OD620, 72 h. 280,000 tested, 0.61% active; in the data active = inhibition mostly above about 24%, no sharp cut-off; inactive = mostly below about 32%; also: some compounds called inactive have numbers as strong as hits
pCIP destab – p/CIP-EGFP fusion destabilizers, primary screen, fluorescence, F442A cells | Q05BA5 | 16 h | decrease of EGFP signal, % at 10 µM | 290,000 tested, 0.01% active | AID 1984, 2009;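 active = EGFP signal decrease of at least 30% at 10 µM or well 3 SD below plate mean, unless failing retest; inactive = the rest, including hits failing retest or dose response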; also: some compounds called inactive have numbers as strong as hits; many of its hits are not listed in these tables
Target sequence (Q05BA5 1-1403): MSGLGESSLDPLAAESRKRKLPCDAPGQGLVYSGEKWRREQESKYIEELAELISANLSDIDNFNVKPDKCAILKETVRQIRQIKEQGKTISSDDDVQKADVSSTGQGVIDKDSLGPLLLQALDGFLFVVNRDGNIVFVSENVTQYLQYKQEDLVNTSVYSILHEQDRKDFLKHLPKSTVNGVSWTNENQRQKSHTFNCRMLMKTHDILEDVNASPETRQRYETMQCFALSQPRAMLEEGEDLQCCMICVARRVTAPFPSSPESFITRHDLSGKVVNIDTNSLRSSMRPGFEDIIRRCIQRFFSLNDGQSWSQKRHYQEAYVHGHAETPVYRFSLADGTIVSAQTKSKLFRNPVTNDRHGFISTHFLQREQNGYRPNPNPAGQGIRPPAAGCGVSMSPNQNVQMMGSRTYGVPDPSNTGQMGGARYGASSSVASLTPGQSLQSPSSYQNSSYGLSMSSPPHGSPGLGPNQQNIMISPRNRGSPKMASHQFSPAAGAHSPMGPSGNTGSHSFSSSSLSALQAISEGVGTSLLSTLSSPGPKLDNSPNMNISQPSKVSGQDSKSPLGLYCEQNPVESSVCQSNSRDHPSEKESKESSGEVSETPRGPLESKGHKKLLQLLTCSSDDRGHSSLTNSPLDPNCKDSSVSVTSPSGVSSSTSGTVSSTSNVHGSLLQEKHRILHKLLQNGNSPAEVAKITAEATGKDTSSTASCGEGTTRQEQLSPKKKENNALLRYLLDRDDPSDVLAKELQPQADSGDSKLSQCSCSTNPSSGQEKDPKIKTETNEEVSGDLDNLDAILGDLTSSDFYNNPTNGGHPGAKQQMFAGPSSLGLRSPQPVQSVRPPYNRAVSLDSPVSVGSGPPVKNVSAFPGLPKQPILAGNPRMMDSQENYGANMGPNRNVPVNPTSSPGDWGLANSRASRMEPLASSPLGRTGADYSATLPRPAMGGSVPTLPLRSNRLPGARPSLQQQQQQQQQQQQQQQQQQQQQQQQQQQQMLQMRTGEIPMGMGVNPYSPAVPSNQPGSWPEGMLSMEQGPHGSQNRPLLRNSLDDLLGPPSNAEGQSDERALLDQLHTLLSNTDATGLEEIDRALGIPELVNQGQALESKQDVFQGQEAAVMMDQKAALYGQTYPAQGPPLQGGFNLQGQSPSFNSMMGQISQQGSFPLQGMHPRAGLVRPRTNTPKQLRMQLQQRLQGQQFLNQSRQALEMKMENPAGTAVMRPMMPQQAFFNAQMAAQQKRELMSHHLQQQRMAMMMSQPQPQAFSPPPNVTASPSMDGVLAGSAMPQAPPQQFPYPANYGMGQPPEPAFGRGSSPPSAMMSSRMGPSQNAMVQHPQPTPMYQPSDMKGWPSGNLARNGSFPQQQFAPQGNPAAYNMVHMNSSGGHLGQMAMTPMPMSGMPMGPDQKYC
MEKK2 WT-MEK5 – modulators of MEK5 binding to wildtype MEKK2, primary screen, biochemical, multiplex bead flow cytometry, Alexa488-MEK5; Mitogen-activated protein kinase kinase kinase 2 (Homo sapiens), Q9Y2U5; Alexa488-MEK5 binding to MEKK2 WT; actives lie on both sides; binding response (% of control), % at 10 µM; 290,000 tested, 1.1% active; AID 1531, 2009; in the data active = binding response below about 67% or above about 130%
The depositor's hits bear a star; / = not tested or not shown; [ ] = another dose, or the depositor's remark.

Every second line gives: pCIP destab	IDE cell activ	IDE cell inh	MEKK3 PB1 HTS	UBC9 SUMO inh	NALP1 yeast inh	M18AAP inhibitor	MEKK2 WT-MEK5	MEKK2mut PB1 HTS
- CCOC(=O)N1CCN(C(=O)C(C)NC(=O)c2ccco2)CC1 (stereo unspecified)
 : -9	2	2	100	16	12	1	97	2
- CCN(C(=O)Cn1cnc2cc([N+](=O)[O-])ccc2c1=O)C1CCS(=O)(=O)C1 (stereo unspecified)
 : 2	6	4	97	6	-17	4	96	-4
- CC(C)Cn1c(N)c(C(=O)COC(=O)CCc2nc3ccccc3s2)c(=O)n(C)c1=O
 : 1	2	7	102	0	8	-6	103	-1
- COc1cccc(CNC(=O)CCCn2nc(C)c3c(C)n(-c4ccccc4)nc3c2=O)c1
 : 1	-4	1	100	-4	6	3	100	3
- CCOC(=O)c1sc2nc(CC(=O)OC)nc(NCCN(CC)CC)c2c1C
 : -2	-4	2	104	0	9	0	118	8
- Cc1nc2c(ccc3c([N+](=O)[O-])cccc32)c(C)c1C
 : 1	-4	0	97	-48	0	-9	94	-8
- CCC1Oc2ccc(C)cc2N(CC(=O)N(Cc2cccnc2)Cc2cccc(F)c2)C1=O (stereo unspecified)
 : -9	-3	3	91	4	-16	3	95	-3
- Cc1ccsc1-c1nc(CSCC(=O)N2CCN(c3ccccc3)CC2)c(C)o1
 : -12	-8	-1	/	-20	-20	-7	/	/
- CC(=O)OC1CCC2C3CCC4=CC(=O)CCC4(C)C3CCC2(C)[C@]1(C)O (stereo partly specified)
 : /	3	-2	102	/	/	/	102	3
- Cc1onc(-c2ccccc2)c1C(=O)Nc1nnc(C(C)(C)C)s1
 : -7	1	-9	103	12	4	-3	101	0

(next part)
Every second line gives: pCIP destab	IDE cell activ	IDE cell inh	MEKK3 PB1 HTS	UBC9 SUMO inh	NALP1 yeast inh	M18AAP inhibitor	MEKK2 WT-MEK5	MEKK2mut PB1 HTS
- Cc1cccc(Cn2c(SCCO)nc3c2c(=O)n(C)c(=O)n3C)c1
 : 0	2	5	106	-8	-1	-2	105	2
- Cc1ccc(-n2c(C)c(C)c3c(NCCCO)ncnc32)cc1
 : -8	-2	/	95	1	5	1	97	-1
- CCCS(=O)(=O)c1csc(C(=O)OC)c1N
 : -3	/	7	72	10	/	-6	80	-37
- CCOc1ccc(C(=O)Nc2cccc(NC(=O)c3cccs3)c2)cc1[N+](=O)[O-]
 : -1	1	/	112	-6	17	-1	121	6
- Cc1ccc(-c2nc(CS(=O)(=O)CC(=O)NC3CCCCC3C)c(C)o2)cc1 (stereo unspecified)
 : 7	4	2	107	2	-9	-12	106	12
- O=C(CCCCCn1nnc2ccccc2c1=O)Nc1ccccc1F
 : -12	-3	8	102	-4	-5	4	99	1
- CNC(=S)Nc1ccc(OC(F)(F)F)cc1
 : -8	3	1	89	6	15	4	85	-5
- COc1nccnc1NS(=O)(=O)c1ccc(NC(=O)c2ccccc2Br)cc1
 : 8	1	0	100	1	21	-2	100	-3
- O=C(NNC(=O)c1ccc(NC(=O)c2ccccc2)cc1)Nc1ccccc1
 : 0	2	4	100	20	-1	14	93	-5
- Cc1cc(C)n(C(=O)c2cccc(S(=O)(=O)N3CCCC3)c2)n1
 : -8	-4	3	98	17	29	-8	100	4

Continued.
Every second line gives: pCIP destab	IDE cell activ	IDE cell inh	MEKK3 PB1 HTS	UBC9 SUMO inh	NALP1 yeast inh	M18AAP inhibitor	MEKK2 WT-MEK5	MEKK2mut PB1 HTS
- COc1ccc2nc(NC(=O)C3CC(=O)N(c4ccccc4)C3)sc2c1 (stereo unspecified)
 : 10	5	4	100	-5	10	-1	99	-5
- CS(=O)(=O)N(CC(=O)NCc1ccco1)c1ccc(Cl)cc1Cl
 : -5	10	6	84	1	1	0	89	-2
- CCOc1ccc(-n2c(SCC(=O)NCc3ccco3)nnc2-c2c[nH]c3ccccc23)cc1
 : 1	4	2	103	8	24	4	100	6
- COc1ccc(C)cc1NC(=O)CN1CCN(c2ccc(F)cc2)CC1
 : -13	-1	4	89	2	2	3	92	-5
- COC(=O)CN(Cc1ccccc1)S(=O)(=O)c1ccc(OC)c(OC)c1
 : 2	1	6	101	-31	-28	5	100	0
- Cc1ccc(NC(=S)NCCc2ccc(S(N)(=O)=O)cc2)cc1C
 : -9	0	10	93	-8	23	5	86	-6
- CC(=O)CCC(=O)N1CCCC(CNC(=O)c2ccc(-c3ccccc3)cc2)C1 (stereo unspecified)
 : -10	-17	12	92	2	14	-11	92	-11
- COc1ccc2c(c1)C=C(C(=O)OCc1cccnc1)CO2
 : -13	7	6	82	18	11	3	85	-9
- COc1cc(C(=O)NCCC(=O)N2CCN(C)CC2)cc(OC)c1OC
 : -4	4	1	98	8	-1	3	95	-8
- O=C(COC(=O)c1ccccc1Br)Nc1ccc(F)cc1
 : -7	-1	1	104	3	13	6	95	-6

Additional compounds follow:
Every second line gives: pCIP destab	IDE cell activ	IDE cell inh	MEKK3 PB1 HTS	UBC9 SUMO inh	NALP1 yeast inh	M18AAP inhibitor	MEKK2 WT-MEK5	MEKK2mut PB1 HTS
- CN1CCN(c2ccc(NC(=S)NC(=O)/C=C/c3ccco3)cc2)CC1
 : -6	3	3	98	8	-11	12	111	8
- O=C(CCC(=O)Nc1ccccc1)N/N=C/c1ccccc1F
 : -10	-1	-1	98	-14	5	-14	93	-9
- CC1(C)CC(N2CCN(c3ccccc3)CC2)=CC(=[N+]2CCCC2)C1
 : -31	2	-3	105	-1	12	-4	110	7
- FC(F)(F)c1nc2ccccc2n2c(-c3ccc(Cl)cc3Cl)nnc12
 : -6	5	-2	108	-3	-5	0	107	17
- CCOC(=O)/C=C/CN(C(=O)OC(C)(C)C)S(=O)(=O)N1CC=CC1
 : -4	35*	2	95	1	-19	/	97	1
- Cc1cc(C)nc(-n2nc(C)c3c(=O)[nH]c(C(F)(F)F)nc32)n1
 : -2	-4	6	100	28	13	4	101	16
- Cc1ccc(C)n1-c1ccccc1N1CCCCC1
 : -12	2	-1	87	14	5	-18	90	-3
- N#CCSc1nc2ccccc2c2nc3ccccc3n12
 : 18	2	-6	107	-2	9	0	103	4
- CCNC(=O)CN(C1CCCCC1)S(C)(=O)=O
 : -1	-2	2	104	4	18	-1	104	0
- COc1ccccc1C(=O)Oc1ccc(N2C(=O)CCC2=O)cc1
 : -12	0	5	/	-5	-4	-5	/	/

(more compounds)
Every second line gives: pCIP destab	IDE cell activ	IDE cell inh	MEKK3 PB1 HTS	UBC9 SUMO inh	NALP1 yeast inh	M18AAP inhibitor	MEKK2 WT-MEK5	MEKK2mut PB1 HTS
- N#Cc1ncc(C(F)(F)F)cc1Sc1ccccc1N
 : -6	-5	-3	109	9	6	-16	104	5
- CC(NS(=O)(=O)c1ccc2c(c1)c(=O)n(C)c(=O)n2C)C(=O)NC1CCCCC1 (stereo unspecified)
 : -4	4	4	104	18	26	-1	107	4
- O=C(c1ccccc1Br)N1CCC(c2nc3ccccc3s2)CC1
 : -16	8	0	98	0	-4	-2	97	-2
- CN1CCN(C(=O)c2cnn(-c3ccccc3)c2NC(=O)c2ccc([N+](=O)[O-])cc2)CC1
 : -12	2	0	99	-2	3	5	98	-6
- O=C(NNC(=O)c1cc2cc(OC(F)(F)F)ccc2[nH]1)c1ccc(Cl)cc1
 : -16	/	-4	98	10	0	6	99	-1
- COc1ccccc1CCN=C(N)NS(=O)(=O)c1ccc(F)cc1
 : -2	4	-4	104	-2	0	4	107	4
- N#C/C(=C\c1ccc(OCC(N)=O)cc1)c1ccccc1
 : 2	-1	-1	99	18	9	-5	102	-1
- Cc1c(NC(=O)Cc2noc3ccccc23)cccc1[N+](=O)[O-]
 : 7	6	1	96	15	-9	-9	94	-4
- C/C(=N/NC(=O)CNc1ccc(C)cc1)c1ccc(Br)s1
 : 1	2	-11	108	-21	/	-2	99	1
- C/C(CC(=O)Nc1ccc(OCc2ccccc2)cc1)=N\NC(=O)C(=O)Nc1cccc(C)c1
 : 1	5	1	91	-4	18	6	92	-2

Next section.
Every second line gives: pCIP destab	IDE cell activ	IDE cell inh	MEKK3 PB1 HTS	UBC9 SUMO inh	NALP1 yeast inh	M18AAP inhibitor	MEKK2 WT-MEK5	MEKK2mut PB1 HTS
- O=Cc1c(F)cccc1N1CCCC1
 : -6	0	-1	111	5	24	-8	105	-6
- CCN1CCN(CCCNC(=O)CN2C(=O)c3cccnc3Oc3ccc(Cl)cc32)CC1
 : 0	2	5	98	-7	-5	7	100	8
- Cn1cc(CNCc2ccccc2OCC(O)CN2CCc3ccccc3C2)cn1 (stereo unspecified)
 : 12	1	3	80	18	-4	0	129	22
- COC(=O)c1c(NC(=O)C2CCCO2)sc2c1CCC2 (stereo unspecified)
 : 5	-6	9	97	-6	48	5	100	3
- COc1cccc(/C=N/NC(=O)Cn2nc([N+](=O)[O-])cc2C)c1
 : -1	4	4	88	2	15	-8	94	-9
- NCCN1CCN(CC(=O)N2c3ccccc3C(=O)Nc3cccnc32)CC1
 : /	5	1	101	/	/	/	102	-1
- O=C(COc1ccc(/C=N/NC(=O)c2ccc(O)cc2)cc1)Nc1cccc([N+](=O)[O-])c1
 : 11	6	-1	97	42	-9	-4	93	-7
- S=c1nc[nH]c2c1[nH]c1ccc(Cl)cc12
 : -10	-29	0	108	-7	/	0	110	13
- O=C(NCc1ccc(S(=O)(=O)NC2CCCCC2)s1)c1ccccc1
 : -21	5	4	89	2	33	2	89	-7
- Cc1cc(C2=NNC(=NCCc3ccccc3)SC2)c(C)n1-c1c(C)n(C)n(-c2ccccc2)c1=O
 : 4	-7	-1	50*[inhibitor]	-8	/	4	50	-11
- COc1ccc(OCC(=O)Nc2cccc(-c3nc4ccccc4[nH]3)c2)cc1
 : -8	-2	-1	101	20	15	-4	108	3
- Cc1cccc(Oc2ccc(N)cc2)c1
 : -9	5	4	111	3	21	3	109	0

Two entries drawn at random from the list so far:
Every second line gives: pCIP destab	IDE cell activ	IDE cell inh	MEKK3 PB1 HTS	UBC9 SUMO inh	NALP1 yeast inh	M18AAP inhibitor	MEKK2 WT-MEK5	MEKK2mut PB1 HTS
- Cc1cccc(Oc2ccc(N)cc2)c1
 : -9	5	4	111	3	21	3	109	0
- O=Cc1c(F)cccc1N1CCCC1
 : -6	0	-1	111	5	24	-8	105	-6

The list is partial; rates above refer to the full screens.
